# IDE cell activ = IDE (human) activation, cell-based | HEK cells, FAbeta-B cleavage, fluorescence polarization; 0% vehicle, 100% cell-free pure enzyme wells | activation, % at 5.96 µM | hit rate 0.073% among 340,000 | AID 493087;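 active = activation above the mean of all tested compounds plus 3 SD, set per screening campaign, cut at about 17% in these data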
# IMP-1 inhibitor = blocks Pseudomonas aeruginosa IMP-1 metallo-beta-lactamase | hit rate 0.45% among 290,000 | inhibition, % at 5.6 µM | AID 1556 | purified IMP-1, nitrocefin hydrolysis, epi-absorbance fluorescence;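 active = inhibition above the mean plus 3 SD of all compounds in the same screening run, cut at about 4.5% in these data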;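 note: 0% = IMP-1 with DMSO and 100% = DMSO wells lacking enzyme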
#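 Assay system: purified IMP-1; Quantity: IMP-1 0.2 nM before substrate addition; Medium: HEPES buffer pH 7.1 with ZnSO4 and Brij 35; Incubation: 15 min enzyme–compound preincubation, then 25 min nitrocefin reaction, 25 °C; Signal: fluorescence quenching readout, ex 480/em 530 nm; Controls: DMSO with and without IMP-1; Repeats: singlicate testing.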
# IDE inh = inhibits human insulin-degrading enzyme in HEK cells | FAbetaB cleavage, fluorescence polarization | inhibition, % at 5.59 µM | hit rate 0.41% among 320,000 | AID 434962;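 active = percent inhibition above the average of all tested compounds plus 3 SD, set per screening campaign, cut at about 16% in these data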;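 note: IDE supplied by intact live HEK cells; FP after avidin binding of uncleaved biotin substrate so inhibition keeps polarization high; 0% = DMSO wells and 100% = 60 µM reference IDE inhibitor Ii1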
# M18AAP inhibitor = blocks P. falciparum M18 aspartyl aminopeptidase. inhibition, % at 7.35 µM. AID 1822. hit rate 1.2% among 290,000. recombinant PfM18AAP, H-Glu-NHMec fluorogenic cleavage;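 active = inhibition above the campaign mean inhibition over all tested compounds plus 3 SD, cut at about 28% in these data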;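 note: 0% = plate median of test compound wells and 100% = 2 mM ZnCl2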
# pCIP destab = p/CIP protein destabilization | decrease of EGFP signal, % at 10 µM | Q05BA5 | F442A p/CIP-EGFP cells, EGFP fluorescence, 16 h | AID 1984 | hit rate 0.01% among 290,000;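 active = EGFP signal decrease of at least 30% at 10 µM or well 3 SD below plate mean, unless failing retest; inactive = the rest, including hits failing retest or dose response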; note: some compounds called inactive have numbers as strong as hits; many of its hits are not listed in these tables
# Target sequence (Q05BA5 1-1403): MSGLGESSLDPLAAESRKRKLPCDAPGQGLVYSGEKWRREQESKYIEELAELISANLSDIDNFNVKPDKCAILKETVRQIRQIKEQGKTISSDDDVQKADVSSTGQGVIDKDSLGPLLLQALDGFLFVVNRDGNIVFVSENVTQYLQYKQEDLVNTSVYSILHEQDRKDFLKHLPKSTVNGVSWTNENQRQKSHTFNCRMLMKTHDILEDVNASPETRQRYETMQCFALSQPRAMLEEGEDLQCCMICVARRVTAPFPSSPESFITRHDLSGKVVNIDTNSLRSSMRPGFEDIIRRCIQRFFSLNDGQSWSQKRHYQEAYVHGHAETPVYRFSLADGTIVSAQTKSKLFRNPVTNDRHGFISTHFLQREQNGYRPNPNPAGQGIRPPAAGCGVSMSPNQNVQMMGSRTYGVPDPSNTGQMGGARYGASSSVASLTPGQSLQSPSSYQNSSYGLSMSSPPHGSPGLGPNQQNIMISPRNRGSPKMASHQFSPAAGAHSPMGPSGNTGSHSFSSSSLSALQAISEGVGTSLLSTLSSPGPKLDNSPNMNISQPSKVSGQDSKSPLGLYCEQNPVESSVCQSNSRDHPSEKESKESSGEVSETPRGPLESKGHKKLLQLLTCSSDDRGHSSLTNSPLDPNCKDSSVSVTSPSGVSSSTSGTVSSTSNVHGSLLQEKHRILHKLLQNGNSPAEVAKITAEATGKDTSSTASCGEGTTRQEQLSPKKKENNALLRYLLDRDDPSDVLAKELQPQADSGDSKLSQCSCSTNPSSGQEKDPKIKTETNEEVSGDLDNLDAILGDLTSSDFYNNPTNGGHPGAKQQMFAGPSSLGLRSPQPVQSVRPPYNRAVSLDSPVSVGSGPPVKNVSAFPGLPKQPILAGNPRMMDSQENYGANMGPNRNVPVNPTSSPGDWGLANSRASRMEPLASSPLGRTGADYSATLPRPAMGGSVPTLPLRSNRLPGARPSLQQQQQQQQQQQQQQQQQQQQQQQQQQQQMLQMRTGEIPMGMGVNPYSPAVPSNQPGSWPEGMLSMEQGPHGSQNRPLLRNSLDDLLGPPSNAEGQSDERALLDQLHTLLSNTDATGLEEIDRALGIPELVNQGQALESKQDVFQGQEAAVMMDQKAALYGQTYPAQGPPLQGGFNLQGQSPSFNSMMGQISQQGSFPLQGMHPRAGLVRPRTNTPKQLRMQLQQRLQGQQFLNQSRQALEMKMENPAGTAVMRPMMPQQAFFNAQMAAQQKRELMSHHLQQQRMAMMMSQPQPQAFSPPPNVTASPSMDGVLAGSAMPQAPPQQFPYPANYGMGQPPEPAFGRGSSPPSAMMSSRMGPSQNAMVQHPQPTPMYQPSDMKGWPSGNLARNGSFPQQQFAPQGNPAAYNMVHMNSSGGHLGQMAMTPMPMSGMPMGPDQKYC
# PHOSPHO1 block = inhibitors of human PHOSPHO1 phosphatase; recombinant PHOSPHO1, absorbance phosphatase assay; inhibition, % at 13.3 µM; Q8TCT1; hit rate 1.1% among 290,000; AID 1565; in the data active = inhibition above about 60%
# VIM-2 inhibitor = inhibitors of Pseudomonas aeruginosa VIM-2 metallo-beta-lactamase; hit rate 0.89% among 290,000; purified VIM-2, nitrocefin hydrolysis, epi-absorbance fluorescence; inhibition, % at 5.6 µM;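 active = inhibition above the mean of all tested compounds plus 3 SD, cutoff set per screening run, cut at about 7.5% in these data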;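 note: red hydrolysis product quenches plate fluorescence so inhibitors raise well fluorescence; 0% = enzyme with DMSO and 100% = DMSO without enzyme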
# GPR7 antag = antagonists of human GPR7 (neuropeptides B/W receptor 1) | inhibition, % at 4.4 µM | GPR7-expressing cells, fluorescence antagonist assay | hit rate 1.1% among 290,000 | AID 1861; in the data active = inhibition above about 16%, passing the limit was not always enough;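 note: cells stimulated with the agonist NPW; 0% = agonist with vehicle and 100% = vehicle without agonist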
# NALP1 yeast inh = NALP1 inhibition; S. cerevisiae NALP1/ASC/caspase-1 growth, X-gal OD620, 72 h; inhibition, % at 10 µM; hit rate 0.61% among 280,000; AID 2071; in the data active = inhibition mostly above about 24%, no sharp cut-off; inactive = mostly below about 32%; note: some compounds called inactive have numbers as strong as hits
# Starred values were filed as active, the others as inactive; . = no result given.
SMILES,IDE cell activ,IMP-1 inhibitor,IDE inh,M18AAP inhibitor,pCIP destab,PHOSPHO1 block,VIM-2 inhibitor,GPR7 antag,NALP1 yeast inh
Cc1csc(NC(=O)CCn2c(=O)sc3ccccc32)n1,-2,-1.8,3,-5,-12,-2,-1.6,8,1
C=CCn1c(-c2cccn(Cc3ccc(Cl)cc3)c2=O)n[nH]c1=S,-2,-2.9,-2,7,-17,99*,0.5,3,-8
C=CCC(NCc1ccco1)c1ccc(OC)cc1 (centres undefined),-4,-1.6,4,-2,1,25,-1.9,-10,1
CCCCNc1nnc(CCn2nc(C)c(Br)c2C)s1,2,-0.9,2,-4,4,4,-0.5,-9,26
CCc1ccc(-c2nc(CSCC(=O)N3CCN(c4ncccn4)CC3)c(C)o2)cc1,-2,-0.9,1,-4,-20,20,0.5,-17,-5
Cc1c(NC2=NC3(CCCCC3)Cc3ccccc32)c(=O)n(C)n1-c1ccccc1,1,-2.0,4,-8,5,-16,-1.8,-9,8
CC(Oc1ccc2c3c(c(=O)oc2c1)CCCC3)C(=O)NCc1cccnc1 (centres undefined),3,-2.6,8,-3,-14,13,2.8,-2,-8
CN(Cc1ccccc1)C(=O)CCNS(=O)(=O)c1ccc2c(c1)oc(=O)n2C,1,-2.1,0,6,-3,-3,-1.5,-4,41
COc1cc(-c2cc(=O)c3c(O)c(OC)c(OC)c(OC)c3o2)cc(OC)c1OC,3,.,-1,.,2,4,.,.,-5
CCN(CC)CCNC(=O)Cn1nc(Cc2ccccc2)c2ccccc2c1=O,6,3.9,0,2,-13,4,0.1,-14,19
COCC(=O)N1CCC(Oc2ccc(C(=O)N3CCN(C)C[C@@H]3C(C)C)cc2)CC1,2,-2.5,.,1,-24,12,-1.1,17,4
Fc1ccccc1/C=N/Nc1ccc(Cl)nn1,1,-0.3,2,18,-4,14,-2.2,-6,15
Cc1ccc(NC(=O)Cn2c(=O)oc3ccccc32)c(C)c1,1,-1.9,0,0,4,8,0.8,-8,18
CCOc1ccc(CN(C)CC(=O)Nc2cccc(C)c2)cc1OC,-1,-2.1,-2,-1,8,12,-1.8,-15,20
Cc1cc(NS(=O)(=O)c2ccc(NC(=O)C(C)Oc3ccc(Cl)cc3)cc2)no1 (centres undefined),3,-0.1,-1,-5,-7,-29,-2.2,-5,-1
CCC(Sc1nc(C)cc(C)n1)C(=O)Nc1nccs1 (centres undefined),-1,-0.7,-4,-1,-3,35,0.0,4,14
Cc1cc(Br)c(S(=O)(=O)NCc2ccncc2)cc1C,3,-1.3,-3,-1,-11,.,-1.8,-4,14
Cc1ccccc1SCC(=O)N1CCN(c2ccc(C(F)(F)F)cn2)CC1,-4,-2.2,7,0,-10,4,-4.5,-3,12
C/C(=N\NC(=O)c1cc2ccccc2cc1O)c1ccccn1,3,-3.2,4,8,4,18,-4.5,-6,9
CCn1c(SCC(=O)N/N=C/c2c[nH]c3ccccc23)nnc1-c1ccc(Cl)cc1,5,-2.5,-1,-1,-14,3,-3.6,-4,18
COc1ccc(F)c(CN2CCC(CO)(Cc3cccc(C(F)(F)F)c3)CC2)c1,7,-2.0,-3,7,3,23,-2.7,18,6
COc1ccc(N2CC(C(=O)Nc3cccc(C)n3)CC2=O)cc1 (centres undefined),-4,-1.1,0,-2,-6,0,-3.1,-9,-10
O=C1c2ccccc2-c2n[nH]c(=O)c3ccc(N4CCCCC4)c1c23,7,-2.5,-4,2,-7,-7,6.9,-11,-2
N#C/C(=C/c1ccncc1)c1nc2ccccc2c(=O)[nH]1,1,-0.5,4,2,1,13,-1.2,1,.
CCOC(=O)C1CCN(C(=O)c2cn(-c3ccccc3)nc2-c2cccnc2)CC1,.,0.1,.,8,-28,11,-1.2,12,24

# Reprinted from the part before: two compounds; new compounds follow.
SMILES,IDE cell activ,IMP-1 inhibitor,IDE inh,M18AAP inhibitor,pCIP destab,PHOSPHO1 block,VIM-2 inhibitor,GPR7 antag,NALP1 yeast inh
N#C/C(=C/c1ccncc1)c1nc2ccccc2c(=O)[nH]1,1,-0.5,4,2,1,13,-1.2,1,.
CCOC(=O)C1CCN(C(=O)c2cn(-c3ccccc3)nc2-c2cccnc2)CC1,.,0.1,.,8,-28,11,-1.2,12,24
Cc1cc(Cl)ccc1OCCCC(=O)NO,1,-3.6,0,17,-12,-7,-1.7,-8,.
CCOc1cccc(/C=N/N=C/c2cccc(OCC)c2O)c1O,5,-3.3,.,7,-1,32,-5.2,-8,4
O=C1[C@H]2[C@@H](c3ccc(F)cc3)N3C(=O)N(c4ccc(Br)cc4)C(=O)[C@@]3(Cc3ccccc3)[C@H]2C(=O)N1C1CCCCC1,-5,-0.5,4,3,-2,4,-0.7,-6,10
O=C(CCc1nc(-c2cccs2)no1)Nc1cnc2ccccc2c1,-6,-0.3,7,0,3,-12,1.2,-2,17
Cc1nc(-c2ccc(S(=O)(=O)N3CCN(CCc4ccccc4)CC3)s2)cs1,.,-0.6,-6,-7,-1,33,-1.8,-8,-1
CCC(C)C(NC(=O)C1CCC(C)CC1)C(=O)Nc1ccc(OC)cc1 (centres undefined),-1,-1.1,-3,10,-18,-6,-2.1,6,30
Cn1c(=O)[nH]c(=O)c2c1nc(NCCc1ccccc1)n2CC(O)COc1ccccc1 (centres undefined),2,-4.3,5,-1,-8,10,-3.4,-7,4
CC(CN1C(C)CCCC1C)OC(=O)c1ccccc1Br (centres undefined),0,-3.1,3,4,4,20,-3.3,-3,-1
Oc1ccc(C(c2nnnn2C2CCCC2)N2CCc3ccccc3C2)cc1 (centres undefined),-2,-1.5,-1,-7,15,84*,-0.8,2,0
CC(C)(C)NC(=O)C(c1cccs1)N(Cc1cccs1)C(=O)c1csnn1 (centres undefined),6,-3.7,9,3,-7,27,-2.7,-12,-5
COc1ccc2c(c1)[nH]c1c(=O)n(CC3CCCO3)cnc12 (centres undefined),7,-0.5,11,-2,-26,0,-4.8,-7,-5
COc1ccc([N+](=O)[O-])cc1NC(=O)C(C)N(C)Cc1ccc(Br)cc1 (centres undefined),-1,-2.1,5,-1,2,6,0.6,3,43
CCOC(=O)c1c(C2CC2)csc1NC(=O)CSCc1c(C)noc1C,-4,-0.7,-7,-2,5,18,-0.8,4,-14
COc1ccc(CC(=O)NC2CC(C)(C)NC(C)(C)C2)cc1OC,5,-4.4,9,1,-15,9,-0.3,0,0
Cc1ccc(-n2ncc3c2CCCC3NC(=O)c2ccccc2N2CCOCC2)cc1C (centres undefined),3,-0.2,4,-1,-14,38,-0.9,-1,14
CCOc1cccc(-c2cc(C(=O)N/N=C/c3ccc(OC)c(CN4CCOCC4)c3)c3ccccc3n2)c1,0,-4.7,1,0,-4,-5,-1.6,-14,35
Cc1cc(NC(=O)c2cc3n(n2)C(C(F)(F)F)CC(c2ccco2)N3)no1 (centres undefined),1,-1.6,4,2,-3,0,-2.7,4,-4
CCOc1ccc(NC(=O)c2nn(C)cc2Br)cc1,0,-0.8,2,3,-8,-4,-0.8,13,8
Cc1cc(-c2ccco2)n(CC(=O)NCc2ccccc2)n1,4,-2.1,0,-1,3,-9,-4.4,12,-3
O=C(Nc1cccc([N+](=O)[O-])c1)c1ccc2c(c1)OCCO2,0,-1.6,4,-6,7,-8,0.6,-6,28
CCC1(C)Cc2c(c(=O)n(-c3ccccc3)c3ncnc(N)c23)CO1 (centres undefined),2,-2.3,3,1,20,9,0.2,1,8
Nc1cc(=O)[nH]c(SCCOc2ccccc2)n1,-9,-3.9,5,-4,-17,59,-1.4,-8,4
Cc1ccc(C(=O)N/N=C/c2ccc(N3CCOCC3)cc2)c(C)c1,-1,-4.0,5,-1,6,4,-1.8,-3,-4
COc1ccc(C2C(C#N)=C(N)Oc3cccc(O)c32)cc1 (centres undefined),-3,-2.0,5,15,0,-2,1.6,-7,13
Cc1ccc(NC(=S)Nc2cccc3cnccc23)cc1C,-6,-0.5,3,7,-6,8,-0.4,-7,0

# Next entries:
SMILES,IDE cell activ,IMP-1 inhibitor,IDE inh,M18AAP inhibitor,pCIP destab,PHOSPHO1 block,VIM-2 inhibitor,GPR7 antag,NALP1 yeast inh
CCOC(=O)Cn1cc(/C=N/NC(=O)CC#N)c2ccccc21,5,-2.8,2,26,-2,36,-1.7,-12,2
CC(=O)N1CCC(Nc2ccc(C)cc2)CC1,5,-4.1,-1,-12,-1,7,-1.4,-7,-31
Cc1sc2nc(CN3CCOCC3)[nH]c(=O)c2c1-c1ccccc1,-1,-2.6,11,2,9,-7,-2.2,-1,18
COc1ccc2c(c1)CCc1c(C(=O)N3CCCCCC3)noc1-2,3,-3.9,0,-1,0,-12,-4.1,-7,18
CCc1nnc(NC(=O)c2ccc(S(=O)(=O)N3CCc4ccccc4C3)cc2)s1,0,-1.7,3,-12,15,-18,-0.1,-7,24
CCCC(=O)Nc1ccc(C(=O)Nc2nc(CC(=O)OCC)cs2)cc1,1,1.3,-2,-8,-4,0,-3.4,-3,9
O=C(Nc1nnc(-c2ccncc2)o1)c1ccc2ccccc2c1,1,-1.5,4,1,3,-2,-1.0,-19,-17
Cc1[nH]c(=O)[nH]c(=O)c1S(=O)(=O)N1CCN(c2cccc(Cl)c2)CC1,2,0.0,3,7,-9,-10,1.0,-9,10
CC(C)CCNC(=O)C(NS(=O)(=O)c1ccc2c(c1)c(=O)n(C)c(=O)n2C)c1ccccc1 (centres undefined),-1,-0.8,-1,-5,5,-2,-0.8,7,44*
CCC(Sc1nc2ccc(N)cc2s1)C(=O)Nc1nccs1 (centres undefined),-2,-4.3,10,16,-6,55,-5.7,0,13
NS(=O)(=O)c1ccc(-n2nncc2-c2ccco2)cc1,-1,1.3,-6,-3,-4,0,-0.7,-2,16
CC(=O)c1ccccc1OCCCN1CCCCC1,-8,-2.4,1,3,-1,21,-4.0,-22,-11
Cc1oc2c(CN3CCCCC3C)c(O)ccc2c(=O)c1-c1ccc(Br)cc1 (centres undefined),0,-3.3,.,3,-3,39,-3.3,-11,7
N#Cc1c(C(F)(F)F)cc(-c2cccc(Cl)c2)[nH]c1=O,-4,-0.3,4,1,-12,0,8.7*,-8,35
OC(COc1ccc(Br)cc1)Cn1ccnc1 (centres undefined),3,-2.7,-2,-3,-20,50,-1.7,4,0
C/C(=N/NC(=O)Cc1cccc2ccccc12)c1cccs1,-1,-3.3,-4,3,-22,4,-2.8,12,2
CCOc1ccc(C)cc1S(=O)(=O)Nc1ccc(Cl)cn1,2,-0.3,-1,0,-11,26,-1.7,5,0
Cc1ccc(N2CC(C(=O)NCCS(=O)(=O)N3CCN(c4ccccc4F)CC3)CC2=O)cc1 (centres undefined),2,-1.7,-5,3,3,58,-1.8,-11,7
Nc1nc(SCC(=O)Nc2cc(C(F)(F)F)ccc2N2CCOCC2)n[nH]1,3,-1.1,-4,-3,-9,24,-2.6,-3,-16
Cc1ccc(NC(=O)CC2S/C(=N/N=C3\CCCc4ccccc43)NC2=O)cc1 (centres undefined),0,-3.0,-5,2,0,18,-4.2,-4,32
CCN(CC)C(=O)C(C)OC(=O)COc1ccc(Cl)cc1C (centres undefined),0,-4.2,4,4,-8,14,-2.1,-6,-12

# Looked up by compound from the entries so far:
SMILES,IDE cell activ,IMP-1 inhibitor,IDE inh,M18AAP inhibitor,pCIP destab,PHOSPHO1 block,VIM-2 inhibitor,GPR7 antag,NALP1 yeast inh
CCOC(=O)C1CCN(C(=O)c2cn(-c3ccccc3)nc2-c2cccnc2)CC1,.,0.1,.,8,-28,11,-1.2,12,24
Cc1cc(Cl)ccc1OCCCC(=O)NO,1,-3.6,0,17,-12,-7,-1.7,-8,.
